Bioassay records from PubChem.
LYPLA2 counter = blocks human lysophospholipase 2, a PME1 counter-screen | recombinant LYPLA2, FP-Rh probe fluorescence polarization | O95372 | 0.38% of 320,000 active | AID 2177 | inhibition, % at 5.9 µM;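 active = inhibition above the screen-wide mean plus 3 SD, limit set per campaign, cut at about 26% in these data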;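 note: 0% = LYPLA2 with DMSO and 100% = wells lacking LYPLA2 enzyme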
Target sequence (O95372 whole entry, looked up): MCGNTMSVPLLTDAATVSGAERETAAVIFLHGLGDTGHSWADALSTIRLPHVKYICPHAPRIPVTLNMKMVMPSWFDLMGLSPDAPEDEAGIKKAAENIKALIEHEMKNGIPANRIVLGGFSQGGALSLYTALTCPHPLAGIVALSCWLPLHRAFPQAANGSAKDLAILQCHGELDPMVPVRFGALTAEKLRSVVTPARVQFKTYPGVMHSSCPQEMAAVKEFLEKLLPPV
EBNA-1 inhibitor = blocks EBNA-1 binding to DNA; EBNA-1 DNA binding, fluorescence polarization; inhibition, % at 14.8 µM; 0.34% of 300,000 active; AID 1950; in the data active = inhibition above about 28%
LYPLA1 counter = blocks human lysophospholipase 1, a PME1 counter-screen; recombinant LYPLA1, FP-Rh probe fluorescence polarization; 0.16% of 320,000 active; O75608; inhibition, % at 5.9 µM;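 active = inhibition above the mean of all tested compounds plus 3 SD, set per campaign, cut at about 14% in these data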;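 note: inhibitors block serine hydrolase probe labeling of LYPLA1 so polarization falls; 0% = enzyme with DMSO and 100% = wells lacking LYPLA1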
Target sequence (O75608 whole entry, looked up): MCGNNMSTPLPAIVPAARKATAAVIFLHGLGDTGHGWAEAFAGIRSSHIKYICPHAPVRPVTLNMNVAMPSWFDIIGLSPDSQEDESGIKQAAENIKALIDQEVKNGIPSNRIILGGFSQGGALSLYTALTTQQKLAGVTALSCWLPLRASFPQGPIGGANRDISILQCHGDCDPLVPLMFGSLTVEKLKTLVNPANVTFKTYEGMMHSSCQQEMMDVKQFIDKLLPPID
PREPL inh = inhibits the human prolyl oligopeptidase-like enzyme; inhibition, % at 5.96 µM; 0.68% of 320,000 active; recombinant PREPL, fluorescence polarization activity-based probe; Q4J6C6; AID 2751; in the data active = inhibition above about 43%;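 note: 0% = enzyme with DMSO and 100% = wells lacking enzyme; many of its hits are not listed in these tables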
pPAFAH FP inh = pPAFAH (human) enzyme inhibition | recombinant pPAFAH, FP-rhodamine probe fluorescence polarization | inhibition, % at 3.39 µM | 1.5% of 330,000 active;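 active = inhibition above the mean inhibition across the screen plus 3 SD, cut at about 25% in these data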;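 note: inhibitors block binding of the rhodamine activity-based probe so polarization drops; 0% = enzyme with DMSO and 100% = wells lacking pPAFAH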
Target sequence (Q13093 whole entry, looked up): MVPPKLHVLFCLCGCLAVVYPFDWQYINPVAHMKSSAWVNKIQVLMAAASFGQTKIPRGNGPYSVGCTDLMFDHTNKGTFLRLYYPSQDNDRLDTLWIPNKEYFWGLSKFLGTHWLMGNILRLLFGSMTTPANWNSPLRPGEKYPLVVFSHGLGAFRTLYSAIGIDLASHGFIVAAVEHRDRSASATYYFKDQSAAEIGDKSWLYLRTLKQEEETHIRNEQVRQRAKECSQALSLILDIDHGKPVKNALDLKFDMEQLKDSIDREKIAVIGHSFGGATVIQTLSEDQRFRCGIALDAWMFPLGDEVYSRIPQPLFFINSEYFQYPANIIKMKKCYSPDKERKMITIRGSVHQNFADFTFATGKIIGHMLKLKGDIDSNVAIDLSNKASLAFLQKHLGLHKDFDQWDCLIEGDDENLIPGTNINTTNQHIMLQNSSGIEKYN
PAFAH1B2 FP inh = PAFAH1B2 (human) inhibition; P68402; recombinant PAFAH1B2, FP-rhodamine activity probe, fluorescence polarization; inhibition, % at 3.39 µM; 1.2% of 340,000 active; AID 492953;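 active = inhibition above the mean of all tested compounds plus 3 SD, cut at about 24% in these data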;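 note: 0% = enzyme with DMSO and 100% = wells lacking PAFAH1B2; many of its hits are not listed in these tables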
PAFAH2 inh = inhibitors of human PAFAH2 | recombinant PAFAH2, FP-rhodamine activity probe, fluorescence polarization | Q99487 | inhibition, % at 3.39 µM | 0.99% of 340,000 active;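 active = inhibition above the mean over all tested compounds plus 3 SD, cut at about 30% in these data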;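 note: inhibitors block probe labeling of enzyme so polarization drops; 0% = enzyme with DMSO and 100% = wells lacking PAFAH2 protein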
ZTA counter = blocks Epstein-Barr virus ZTA, an EBNA-1 counter-screen. AID 2234. inhibition, % at 11 µM. P03206. 0.15% of 320,000 active. ZTA-DNA binding, fluorescence polarization; in the data active = inhibition above about 33%
PAFAH1B3 FP inh = PAFAH1B3 (human) inhibition; Q15102; AID 492972; inhibition, % at 3.39 µM; 0.28% of 340,000 active; recombinant PAFAH1B3, FP-rhodamine probe, fluorescence polarization;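 active = inhibition above the screen-wide average of all tested compounds plus 3 SD, cut at about 25% in these data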;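 note: 0% = enzyme with DMSO only and 100% = wells lacking PAFAH1B3 protein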
Starred values were filed as active, the others as inactive; . = no result given.

#	Structure	LYPLA2 counter	EBNA-1 inhibitor	LYPLA1 counter	PREPL inh	pPAFAH FP inh	PAFAH1B2 FP inh	PAFAH2 inh	ZTA counter	PAFAH1B3 FP inh
1	COc1cc(/C=C/C(=O)N(Cc2ccccc2)c2ccccn2)cc(OC)c1OC	-4.3	4.4	4.6	1.0	3.2	-5.5	0.9	10.8	4.8
2	COc1cccc(-c2onc3ccc(C4(C)OCCO4)cc23)c1	2.0	-7.9	-6.4	-1.4	1.4	7.1	-1.0	-8.0	4.8
3	CCOC(=O)C1CCN(C(=O)Cn2nc(C)n3nc(-c4ccc(OC)cc4)cc3c2=O)CC1	1.9	5.6	-0.3	6.8	8.2	-0.2	0.6	18.7	6.9
4	O=C1CSC(c2cccc([N+](=O)[O-])c2)N1c1c(F)cccc1F (configuration not stated)	5.9	-2.4	1.1	3.9	-3.6	1.8	-1.1	-8.4	-1.3
5	CCOc1ccc(NC(=O)C2CC(=O)N(c3ccc4c(c3)OCCO4)C2)cc1OCC (configuration not stated)	8.1	-0.1	1.5	-1.6	6.5	4.8	-1.4	-3.8	2.5
6	Cn1c(SCC(=O)N2CC(=O)Nc3ccccc32)nc2ccccc2c1=O	3.1	.	4.5	-5.1	-0.2	0.7	-0.3	0.5	9.4
7	Cc1nnnn1-c1ccc(CC(=O)O)cc1	0.1	7.5	0.1	-2.4	5.1	5.6	-3.5	1.6	-2.7
8	CC(C)c1cc(NC(=O)c2ccccc2)cc(C(C)C)c1O	-2.2	-2.1	-2.8	15.5	3.9	10.3	-1.1	-9.2	12.3
9	Cc1ccc(C)c(N(CC(=O)NC2CCCC2)C(=O)CNC(=O)c2cccs2)c1	3.2	4.9	3.0	-7.9	-7.1	2.7	5.9	-9.2	8.2
10	C=CCN(CC=C)S(=O)(=O)c1ccc2nc(NC(=O)C3CCCO3)sc2c1 (configuration not stated)	3.1	-1.4	-0.7	-8.4	2.8	1.1	7.0	6.9	7.5
11	CCc1nc(N2CCOCC2)c(C#N)c2c1COC(C)(C)C2	0.6	3.6	0.9	-0.2	7.2	2.5	-12.2	4.2	4.0
12	NC(=O)C1CCCN(S(=O)(=O)c2ccccc2)C1 (configuration not stated)	-0.7	-19.6	-1.2	6.5	3.6	2.8	3.5	9.9	1.7
13	CCOC(=O)C(O)(CC(=O)Nc1cc(F)ccc1C)C(F)(F)F (configuration not stated)	7.9	8.8	-2.9	4.1	3.6	-0.5	0.1	15.4	-4.5
14	CCCCOCCCNC(=O)c1ccc(OCC)cc1	-1.9	6.4	0.0	-5.9	5.4	3.9	5.4	12.6	7.8
15	COc1ccc(COC(=O)c2ccc(S(=O)(=O)N3CCCCC3)cc2)cc1OC	-1.3	.	-1.1	4.0	-0.6	0.7	6.9	6.4	5.2
16	CC(C)C[C@H](NC(=O)c1nc[nH]c1C(=O)N1CCN(c2ccccc2)CC1)C(=O)OCc1ccccc1	-4.8	10.8	-3.5	14.6	1.2	-1.0	-1.6	-2.3	12.0
17	CC1(C(=O)NC2CCCCC2)CCC(=O)N1Cc1ccc2c(c1)OCO2 (configuration not stated)	0.6	-18.0	3.0	9.8	-1.2	-0.8	-4.1	4.6	0.3
18	CC(NCC(=O)NCCc1ccc(S(N)(=O)=O)cc1)c1ccc(F)cc1 (configuration not stated)	5.0	-11.0	1.5	0.5	0.7	10.0	2.6	4.4	7.2
19	CCONC(=O)Nc1ccccc1[N+](=O)[O-]	-2.4	3.7	0.1	-5.0	2.7	10.7	1.4	-7.9	1.7
20	c1ccc(-c2nn3cnnc3c3ccccc23)cc1	-1.8	-5.1	-1.7	8.3	0.0	-0.1	2.2	-11.3	8.1
21	C=CCNC(=O)/C(C#N)=C/c1c(N2CCN(c3cccc(Cl)c3)CC2)nc2c(C)cccn2c1=O	-10.4	2.7	-2.6	17.6	1.8	-1.1	-0.5	3.7	-1.2
22	CN1C(CC(=O)Nc2ccc(Cl)cc2Cl)c2ccccc2CC1(C)C (configuration not stated)	-1.4	0.4	-2.0	7.8	0.5	.	.	-0.6	.
23	COc1ccc(NC(=O)CC(c2ccc(F)cc2)c2ccc(OC)cc2)cc1 (configuration not stated)	-1.5	-3.6	-1.6	-3.3	-6.5	6.7	7.1	-7.4	-3.3
24	O=C(Nc1ccc(F)c(F)c1)C1=COCCO1	0.0	-1.6	0.1	-3.5	1.6	3.4	0.3	4.8	5.6
25	COc1ccc(CCNC(=O)Cn2c(=O)c3cccn3c3cccnc32)c(OC)c1OC	4.4	-15.8	-2.2	-0.4	5.5	4.2	3.9	-18.7	4.0
26	CC(=O)C[C@@H](O)CC(=O)[C@H]1OC(=O)CCCCCc2ccccc21	.	.	.	9.2	4.9	6.6	0.4	.	13.4
27	Cc1ccnn2cc3c(=O)n(C)c(=O)n(C)c3c12	1.3	0.7	-1.2	3.0	3.6	.	.	-33.0	.
28	COc1cc(C2c3sc(=O)[nH]c3SC3C(=O)N(c4ccc(Br)cc4)C(=O)C32)ccc1O (configuration not stated)	-7.2	11.3	-3.2	1.9	12.7	1.5	-2.4	15.8	-6.1
29	COc1ccc(C(=O)NC(C)c2nnc(SCC(=O)NC3=NCCS3)n2C)cc1 (configuration not stated)	-2.4	5.0	-1.1	27.6	-1.8	4.4	-1.1	-5.6	-1.6
30	COc1ccc(NC(=O)C(C)N2CCN(C)CC2)cc1 (configuration not stated)	-8.8	-8.4	-6.0	7.3	-9.5	6.0	0.6	-5.3	-3.6

Some of the entries above, set out differently.
20) c1ccc(-c2nn3cnnc3c3ccccc23)cc1
26) CC(=O)C[C@@H](O)CC(=O)[C@H]1OC(=O)CCCCCc2ccccc21

| screen / no. | 20 | 26 |
| --- | --- | --- |
| LYPLA2 counter | -1.8 | . |
| EBNA-1 inhibitor | -5.1 | . |
| LYPLA1 counter | -1.7 | . |
| PREPL inh | 8.3 | 9.2 |
| pPAFAH FP inh | 0.0 | 4.9 |
| PAFAH1B2 FP inh | -0.1 | 6.6 |
| PAFAH2 inh | 2.2 | 0.4 |
| ZTA counter | -11.3 | . |
| PAFAH1B3 FP inh | 8.1 | 13.4 |

Next section:
#	Structure	LYPLA2 counter	EBNA-1 inhibitor	LYPLA1 counter	PREPL inh	pPAFAH FP inh	PAFAH1B2 FP inh	PAFAH2 inh	ZTA counter	PAFAH1B3 FP inh
31	CCn1c(=O)c(C(=O)NCc2ccc3c(c2)OCO3)c(O)c2ccccc21	4.5	-9.3	0.6	-5.4	4.8	2.2	2.1	8.1	8.2
32	Cc1ccc(C)c(N(C(=O)Cn2nnc(-c3cccs3)n2)C(C(=O)NC2CCCC2)c2ccncc2)c1 (configuration not stated)	-1.3	4.7	0.8	-0.5	-6.4	1.2	6.2	3.8	6.1
33	COCCNC(=S)NNc1cccc(C(=O)O)c1	0.3	6.7	-0.7	1.4	-0.6	1.8	0.0	1.9	9.2
34	O=C(NC1CC(=O)N(c2ccc(Cl)cc2)C1)C1CC1 (configuration not stated)	0.8	1.6	0.0	-1.4	1.3	1.4	-1.1	-5.4	2.3
35	CCCn1c(CCc2ccccc2)n[nH]c1=S	4.1	-5.2	2.0	-1.9	6.3	4.8	1.0	18.1	9.2
36	CCC(C)NC(=O)N[C@@H](CCSC)C(=O)O (some centres not stated)	-4.8	-2.9	-0.4	-1.4	5.2	1.0	2.6	2.3	-1.5
37	O=C(O)c1ccc2c(c1)-c1nc3ccccc3n1C2=O	7.0	5.5	-4.1	5.9	5.9	3.0	-2.3	7.5	3.8
38	Cc1ccc(NC(=O)c2cc(S(=O)(=O)N3CCc4ccccc43)cn2C)cc1C	-32.8	8.7	-19.9	-29.2	-5.5	-6.7	-24.2	2.0	-14.1
39	CN(C)c1ccc(C(C(=O)NCc2ccccc2)N(Cc2ccco2)C(=O)c2snc(C(N)=O)c2N)cc1 (configuration not stated)	-2.8	1.4	1.7	18.9	8.8	1.2	-4.3	-18.5	-2.5
40	CC(C)Cc1nc(SCc2cccnc2)c2c(=O)n(C)c(=O)n(C)c2n1	4.2	5.4	3.8	18.5	0.7	-0.6	-2.8	6.1	8.4
41	COc1ccc(C(=O)/C=C/Nc2c(C)n(C)n(-c3ccccc3)c2=O)cc1OC	4.6	-1.8	2.9	-1.9	4.2	2.4	0.3	-0.1	3.2
42	O=C(c1cccs1)N1CCN(Cc2ccccc2[N+](=O)[O-])CC1	-6.7	-0.7	1.9	6.8	4.2	-1.0	3.9	-4.6	-11.4
43	Cc1ccccc1NC(=O)c1sc(NC(=O)C2CC2)nc1C	7.9	6.4	2.9	-0.8	-0.1	1.1	6.5	-2.1	4.3
44	O=c1[nH]c(CSc2ccccn2)nc2c1oc1ccccc12	-0.3	7.3	-0.7	-1.2	2.7	8.2	6.8	-6.6	0.5
45	CCOc1ccccc1C(=O)OC(C)C(=O)Nc1ccc(S(=O)(=O)N2CCCC2)cc1 (configuration not stated)	1.4	.	-3.7	2.8	-1.4	-1.8	2.2	3.5	8.0
46	CC(Oc1ccc(Cl)cc1Cl)C(=O)NC(=S)N1CCc2ccccc21 (configuration not stated)	-1.3	11.2	2.4	5.0	4.1	11.6	-1.3	-22.9	7.8
47	O=C(Nc1cc(S(=O)(=O)N2CCOCC2)ccc1N1CCOCC1)c1ccc([N+](=O)[O-])s1	.	.	.	13.2	-0.1	2.7	-4.4	.	-3.6
48	O=C(CSc1nnc(-c2cnccn2)n1Cc1ccco1)c1ccc(Cl)cc1	-0.8	-2.1	-3.2	8.6	18.5	5.1	7.3	-5.3	-5.2
49	CC(=O)OC(C(=O)NC1CCCCC1)c1ccc(Cl)cc1 (configuration not stated)	-0.8	-9.2	0.8	13.4	-2.6	3.1	-7.6	5.5	8.6
50	COc1cc2nc(N(CCN(C)C)C(=O)c3ccc4ccccc4c3)sc2cc1OC	5.4	0.2	3.3	18.2	-4.7	1.7	-6.8	-20.7	11.5
51	CNC(=O)CSc1nnc(-c2ccccn2)n1Cc1ccco1	5.7	2.2	-1.7	-5.7	3.1	1.3	1.3	5.1	5.2
52	Cc1nc2ccccc2nc1SCC(=O)N1CCC(C)CC1	8.1	1.5	1.4	-5.6	-3.5	8.7	0.5	-6.6	7.1
53	CN1CCc2c(sc(NC(=O)c3ccc(C(=O)c4ccccc4)cc3)c2C(N)=O)C1	7.6	5.0	-0.3	11.0	8.2	-3.8	-0.6	-6.6	-6.9
54	COc1ccc(CCNC(=O)CSc2nnnn2C)cc1OC	-0.5	-10.7	2.9	10.4	-5.2	-5.4	-4.6	12.9	-0.1
55	CCOC(=O)c1sc(=NC(=O)c2ccc(S(=O)(=O)N3CC(C)OC(C)C3)cc2)n(C)c1C (configuration not stated)	1.1	-7.5	1.0	14.7	-6.1	-4.2	0.2	-9.2	1.9
56	N#Cc1c(N)[nH]c(=S)c(C#N)c1-c1ccccc1	1.0	2.4	0.0	2.9	4.8	8.8	11.3	-2.7	2.4
57	C=CCOc1c(Cl)cc(C(=S)N2CCCC2)cc1OCC	-5.0	-3.6	0.6	11.5	0.3	4.6	1.1	-20.1	1.5
58	Cn1cc(-c2nnc(-c3ccccc3)o2)c2ccccc21	-0.4	3.8	-2.5	1.6	8.4	-2.2	-2.6	0.9	3.6
59	COC(=O)c1cc(C(=O)Nc2cc(C)on2)cc([N+](=O)[O-])c1	-0.1	8.1	-0.5	-1.3	-3.6	4.3	5.4	10.5	3.1
60	CN(Cc1ccn[nH]1)C(=O)C1CCC(=O)N(Cc2cccc(C(F)(F)F)c2)C1 (configuration not stated)	8.0	-0.5	3.8	-1.9	3.5	-6.1	12.4	2.9	5.0
61	COc1ccc(CNC(=O)c2nn(-c3ccccc3)cc2OC)cc1	-4.5	6.0	-3.9	0.1	2.2	13.5	-1.2	3.1	6.1
62	Cc1sc2nc(SCC(=O)NCc3ccco3)n(Cc3ccccc3)c(=O)c2c1C	-16.3	14.5	-2.9	14.6	-5.8	5.2	-4.1	-20.5	4.7

Not all compounds are listed, so the mix of outcomes need not match the whole.
